Source: PubChem (National Center for Advancing Translational Sciences (NCATS))
G9a block – G9a (human) methyltransferase inhibition; Q96KQ7; G9a H3K9 monomethylation, AlphaScreen, 2 h; Potency, µM (series often up to 102 µM), inactives show at the highest dose activity, negative = inhibition, usual class: inhibitors; 350,000 tested, 8.8% active; AID 504332; further: potency means the concentration at half of the fitted maximal effect; on the % scale 0 is the no-effect control and ±100 the full control effect; nearly all actives have a fitted effect of over 75% in size
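Using a bead-based AlphaScreen, monomethylated H3K9 product from 2 h room-temperature reactions (G9a 20 nM, peptide 500 nM, SAM 20 uM) was detected with 0.5 ug/mL rabbit anti-H3K9me1 antibody.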
12-LOX inh – blocks human arachidonate 12S-lipoxygenase | P18054 | purified 12hLO, xylenol orange hydroperoxide absorbance | Potency, µM (top dose mostly 108 µM), for the others: top-dose activity change, negative = inhibition, most hits filed as inhibitors | 580,000 tested, 1.1% active | AID 1671190; further: potency means the concentration at half of the fitted maximal effect; on the % scale 0 is the no-effect control and ±100 the full control effect
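Hydroperoxide product was detected by ferrous iron/xylenol orange as the 573 to 405 nm absorbance ratio. Arachidonic acid at 40 uM (final) was turned over for 30 min at room temperature by 150 nM human 12hLO, pH 7.0 Hepes buffer, after 15 min compound preincubation.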
JMJD2A Tudor inh – inhibitors of human JMJD2A Tudor domain; O75164; AlphaScreen JMJD2A-Tudor / H3K4me3 peptide binding; Potency, µM (highest dose often 114 µM), inactives show at the highest dose activity change, negative = inhibition, most hits filed as inhibitors; 390,000 tested, 4.4% active; AID 504339; further: potency means the concentration at half of the fitted maximal effect; on the % scale 0 is the no-effect control and ±100 the full control effect; nearly all actives have a fitted effect of over 50% in size
Target sequence (O75164 whole entry, looked up, the tested form may be a part): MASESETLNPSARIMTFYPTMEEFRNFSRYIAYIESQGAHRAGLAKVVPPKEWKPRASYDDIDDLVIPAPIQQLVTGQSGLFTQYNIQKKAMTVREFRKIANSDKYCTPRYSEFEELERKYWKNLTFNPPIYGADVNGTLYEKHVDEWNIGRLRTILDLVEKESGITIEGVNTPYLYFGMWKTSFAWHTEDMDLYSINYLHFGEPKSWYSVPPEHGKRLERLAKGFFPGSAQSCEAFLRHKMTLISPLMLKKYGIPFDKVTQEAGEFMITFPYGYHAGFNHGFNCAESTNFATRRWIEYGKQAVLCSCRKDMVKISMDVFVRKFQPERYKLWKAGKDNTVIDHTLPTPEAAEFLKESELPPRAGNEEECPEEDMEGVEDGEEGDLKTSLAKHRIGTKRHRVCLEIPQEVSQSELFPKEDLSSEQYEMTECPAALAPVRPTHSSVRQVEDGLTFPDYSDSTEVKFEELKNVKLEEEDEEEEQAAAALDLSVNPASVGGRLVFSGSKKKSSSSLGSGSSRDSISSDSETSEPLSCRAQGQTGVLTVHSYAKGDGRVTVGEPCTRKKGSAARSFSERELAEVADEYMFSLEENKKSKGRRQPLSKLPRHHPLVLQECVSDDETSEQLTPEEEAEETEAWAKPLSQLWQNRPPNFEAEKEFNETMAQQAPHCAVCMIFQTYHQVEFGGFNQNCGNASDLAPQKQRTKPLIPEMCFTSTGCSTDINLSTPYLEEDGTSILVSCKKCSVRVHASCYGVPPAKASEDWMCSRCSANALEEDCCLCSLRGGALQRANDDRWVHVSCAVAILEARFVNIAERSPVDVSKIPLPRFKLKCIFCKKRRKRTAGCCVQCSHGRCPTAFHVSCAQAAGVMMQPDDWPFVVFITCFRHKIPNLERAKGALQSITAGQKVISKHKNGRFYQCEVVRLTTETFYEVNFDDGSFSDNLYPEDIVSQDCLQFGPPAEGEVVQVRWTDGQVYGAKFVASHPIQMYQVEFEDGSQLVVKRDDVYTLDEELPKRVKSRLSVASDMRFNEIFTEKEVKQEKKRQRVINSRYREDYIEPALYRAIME
ERG-DNA inh – inhibitors of human ERG Ets domain-DNA interaction; Potency, µM (top dose mostly 76.9 µM), for the others: top-dose FP activity, negative = inhibition, usual class: inhibitors; AID 624246; fluorescence polarization, His-ERG Ets domain / labelled DNA; 370,000 tested, 0.028% active; active means well fitted inhibition curve with a large enough effect in the polarisation, with a control signal flat; inconclusive means small, poorly fitted or top-dose-only effect, or effect the other way, or a change in a side signal; inactive means no such curve, though single readings can be large or run the other way; the % refers to the polarisation;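 further: polarization taken with two DNA probes labelled with fluorescein and Texas red; potency means the concentration at half of the fitted maximal effect; % of control where 0% means no effect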
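His-tagged ERG Ets domain (1 uM in the protein solution; 300mM KCl, 50mM Tris-HCl, 1mM EDTA, 1mM DTT, pH 7.5) received compound, then a probe mix of 5 nM fluorescein-DNA and 100nM Texas-615-DNA. Fluorescence polarization was read for both dyes.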
BAZ2B block – BAZ2B (human) inhibition. Q9UIF8. AlphaScreen BAZ2B-H3K14Ac peptide displacement. Potency, µM (top dose mostly 114 µM), for the others: at the top dose activity change, negative = inhibition, usual class: inhibitors. 360,000 tested, 4.4% active; further: potency means the concentration at half of the fitted maximal effect; on the % scale 0 is the no-effect control and ±100 the full control effect; nearly all actives have a fitted effect of over 60% in size
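AlphaScreen luminescence quantifies BAZ2B engagement of H3K14Ac peptide; the protein and biotinylated peptide are both at 50 nM final, buffer PBS pH 7.4 with 0.01% Tween-20, all steps at room temperature.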
PI4K2A block – PI4K2A (human) kinase inhibition; Q9BTU6; 420,000 tested, 0.13% active; purified PI4K2A, ADP-Glo luminescence, 1 h; active compounds read low; activity change, negative = inhibition, % at 76.9 µM; AID 1346378; in the data active means activity change below about -50%; inconclusive means mostly about -30% to -49%;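 further: -100% = wells without enzyme as full effect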
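Compounds are screened against recombinant PI4K2A using PI as substrate and ATP, the latter dispensed at 300 microM. Reactions run one hour at ambient temperature before ADP-Glo detection; full inhibition defined by wells lacking enzyme.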
HP1b binding inh – inhibitors of HP1-beta chromodomain binding to methylated histone tails | P83916 | AlphaScreen HP1-beta / biotin-H3K9me3 peptide binding | Potency, µM (doses to about 114 µM), inactives show top-dose activity change, negative = inhibition, usual class: inhibitors | 390,000 tested, 0.56% active | AID 540317; further: potency means the concentration at half of the fitted maximal effect; nearly all actives have a fitted effect of over 70% in size; inactives centre near 23
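HP1-beta protein (50 nM final) preincubated 30 min at room temperature with biotinylated H3(1-18)K9me3 peptide (50 nM) in PBS pH 7.4, 0.01% Tween-20, then compound added for 30 min. AlphaScreen streptavidin donor/nickel chelate acceptor beads (10 ug/mL final), 30 min dark, luminescence read.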
GLS inh – inhibitors of human glutaminase (GLS). GLS enzymatic activity, qHTS titration. Potency, µM (highest dose often 45.5 µM), for inactives: at the highest dose activity change, negative = inhibition, most hits filed as inhibitors. 410,000 tested, 0.21% active. AID 624170; further: potency means the concentration at half of the fitted maximal effect; on the % scale 0 is the no-effect control and ±100 the full control effect
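hKGA in 45 mM KH2PO4 pH 8.2, 0.02% Tween-20 with pin-transferred compounds; 1 mM L-glutamine (stock) plus glutamate oxidase/HRP/Amplex Red coupling added. Fluorescence read initially and after 30 min at RT.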
RGS4 inhibitor – inhibitors of human regulator of G protein signaling 4; P49798; Transcreener GDP fluorescence polarization, RGS4-accelerated GTP hydrolysis; Potency, µM (titrated, usually from 114 µM), without a hit: at the highest dose activity change, negative = inhibition, usual class: inhibitors; 390,000 tested, 0.039% active; further: potency means the concentration at half of the fitted maximal effect; on the % scale 0 is the no-effect control and ±100 the full control effect; nearly all actives have a fitted effect of over 75% in size; some results filed as inactive show a strong effect at the top dose
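MLSMR compounds (23 nl, pin-transferred) preincubated 10 min at room temperature with a 500nM (2x) first reagent, then RGS4 at 900nM (2x) plus Transcreener GDP mix added; fluorescence polarization (620/688 nm) read before and after 90 min at 30 °C.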
Starred values were filed as active, the others as inactive; ? = inconclusive; · = no result given; & = joins results of further samples; [ ] = another dose, or the depositor's remark. Unless noted, the call rests on the fitted dose curve; in most records, active means well fitted curve in the direction sought with a large enough effect; inconclusive means small, poorly fitted or top-dose-only effect, or another doubt; inactive means no such curve, though single readings can be large; an effect the other way counts as inactive or inconclusive.

Codes: A = G9a block; B = 12-LOX inh; C = JMJD2A Tudor inh; D = ERG-DNA inh; E = BAZ2B block; F = PI4K2A block; G = HP1b binding inh; H = GLS inh; I = RGS4 inhibitor
> CN(CCc1ccccc1)C(=O)c1ccc(NC(=O)Cc2ccc(NC(=O)C3CCCN(C(=O)C4CCC4)C3)cc2)cc1 (stereo unspecified)
  A: ·; B: 0%; C: -16%; D: 6%; E: ·; F: 2; G: 34%; H: 3%; I: 3%

> CC(C)=NNC(=O)c1c(O)c2ccccc2[nH]c1=O
  A: ·; B: 13%; C: 5%; D: 0%; E: -14%; F: -3; G: 41%[activator]; H: 19%; I: -14%

> CC1(C)CC(CC(=O)O)(c2ccc(Cl)cc2)CCO1 (stereo unspecified)
  A: 2%[59 µM]; B: 216%[activator]; C: -2%; D: -3%; E: -27%; F: 11; G: 21%; H: 1%; I: -6%

> CC1(C)Cc2c(sc(NC(=O)c3ccc(S(=O)(=O)N4CCCCCC4)cc3)c2C#N)C(C)(C)N1
  A: ·; B: -24%; C: -12%; D: -4%; E: -28%; F: 3; G: -5%; H: 30%; I: 22%

> CCn1cc(C(=O)OCC(=O)Nc2cc(C)cc(C)c2)c(=O)c2ccc(C)nc21
  A: ?; B: -23%; C: -11%; D: 1%; E: 4%; F: -2; G: 16%; H: -3%; I: 5%

> COc1ccc(/C=C(\NC(=O)c2ccccc2)C(=O)N/N=C/c2ccncc2)cc1
  A: 18%; B: 20%; C: -15%; D: ·; E: -17%; F: 0; G: 27%; H: -5%; I: 13%

> Brc1ccc(-c2nnc(SCCC3OCCCO3)o2)cc1
  A: 29%; B: -7%; C: 22%; D: -9%; E: 10%; F: 6; G: 40%[activator]; H: 11%; I: 34%

> O=C(CSc1nc2c(c(=O)n1-c1ccccc1)SCC2)N1CCN(c2ccccc2)CC1
  A: 45µM*; B: -4%; C: ?; D: -8%; E: -7%; F: -8; G: 3%; H: -2%; I: 0%

> CCOC(=O)c1ccc(CN(Cc2ccc(F)cc2)S(=O)(=O)c2ccc(F)c(C(=O)Nc3c(C)cccc3C)c2)cc1
  A: 5%[59 µM]; B: -2%; C: -5%; D: 0%; E: 4%; F: -6; G: 17%; H: 1%; I: 9%

> O=C(COC(=O)CCC(=O)c1cccs1)Nc1ccc(S(=O)(=O)N2CCOCC2)cc1
  A: 13%[59 µM]; B: ?; C: -17%; D: -6%; E: -7%; F: 4; G: 22%; H: 13%; I: -45%

> Cc1cc2c(cc(C(=O)OC(C(=O)NCC3CCCO3)C(C)C)n2C)o1 (stereo unspecified)
  A: -9%; B: -16%; C: -30%; D: -10%; E: -12%; F: -1; G: -9%; H: 2%; I: 8%[11.4 µM]

> COc1ccc(C)cc1NC(=O)NCCCCc1ccccc1
  A: ·; B: 0%; C: -16%; D: 6%; E: -5%; F: -2; G: 45%[activator]; H: -1%; I: 18%

> CC(=O)Nc1ccc(S(=O)(=O)N2CCCN(S(=O)(=O)c3ccc(NC(C)=O)cc3)CC2)cc1
  A: 10%[59 µM]; B: -16%; C: -3%; D: 6%; E: 2%; F: 2; G: 35%[activator]; H: -4%; I: 11%

> COc1cccc(-n2c(C)c(C(C)=O)c(C(C)=O)c2C)c1
  A: -35%[59 µM]; B: ?; C: -16%; D: 3%; E: -6%; F: 4; G: 21%; H: 16%; I: -50%

> O=C(CSc1nnc(-c2ccncc2)n1-c1ccc(Cl)cc1)Nc1ccc(C(=O)O)cc1
  A: ?; B: 2%; C: -7%; D: -7%; E: ·; F: 0; G: 30%; H: -2%; I: -3%

> COc1ccccc1OCc1n[nH]c(=S)n1Cc1ccccc1
  A: 13µM*; B: -28%; C: 32µM*; D: -4%; E: -10%; F: -1; G: 13%; H: 15%; I: 0%

> Cc1ccc(C)c(Cn2cnc3c(oc4ccccc43)c2=O)c1
  A: -11%; B: 0%; C: -5%; D: -9%; E: -1%; F: -2; G: 24%; H: 15%; I: 34%

> Cc1ccccc1NC(=S)NC(=O)C1CCCCC1
  A: ?; B: -1%; C: 1%; D: -10%; E: -14%; F: 5; G: 44%[activator]; H: -4%; I: ?

> CCn1c(=O)c2ccccc2n(Cc2ccccc2C)c1=O
  A: 22%; B: 5%; C: 8%; D: 0%; E: 5%; F: 1; G: 19%; H: 2%; I: -3%

> CCCCN(C)CCNC(=O)C1CCCN(S(=O)(=O)c2cccc3nsnc23)C1 (stereo unspecified)
  A: 21%; B: 3%&-10%; C: 7%&-16%; D: -8%&-15%; E: 4%; F: -2&-6; G: 24%&14%; H: 2%&-13%; I: 7%&2%

> C=CCn1c(C)cc(C(=O)CSc2nnc(NC(C)C)s2)c1C
  A: -22%[59 µM]; B: 0%; C: -17%; D: -2%; E: -6%; F: -7; G: 4%; H: 0%; I: -2%

> CNC(=O)CN1C(=O)COc2ccc(S(=O)(=O)N3CCC(C)CC3)cc21
  A: -5%[59 µM]; B: -12%; C: -9%; D: -2%; E: -3%; F: -3; G: 34%; H: -6%; I: 36%

> CCOc1ccc(C(=O)NCC(c2ccc(Cl)cc2)N2CCCCC2)cc1 (stereo unspecified)
  A: -1%[59 µM]; B: 9%; C: -18%; D: -1%; E: -19%; F: 2; G: 39%; H: 4%; I: -13%

> Oc1ccccc1-c1nnc(SCCN2CCOCC2)n1Cc1ccccc1
  A: 3%[59 µM]; B: ?; C: -31%; D: -1%; E: -7%; F: 6; G: 13%; H: 33%[activator]; I: 8%

> O=C(COCc1cc(-c2ccc3c(c2)OCO3)on1)Nc1cc(Cl)ccc1O
  A: -4%[59 µM]; B: 2%; C: 2%; D: 5%; E: 2%; F: -4; G: 22%; H: 3%; I: 5%

> Cc1cccc(N2C(=O)CSC23C(=O)N(CC(=O)NCc2ccccc2Cl)c2ccccc23)c1 (stereo unspecified)
  A: -8%[59 µM]; B: -14%; C: -13%; D: 14%; E: 1%[57.1 µM]; F: -6; G: 24%; H: -1%; I: -2%

> COc1cc(C(=O)Nc2cc(C)c(O)c(-c3nc4cc(Cl)ccc4o3)c2)cc(OC)c1OC
  A: 11%[59 µM]; B: -2%; C: -4%; D: 1%; E: -9%; F: -2; G: 17%; H: -9%; I: -8%

> CCN1CCN(CCCNC(=O)c2cc3c(=O)n(CC)c4ccccc4c3s2)CC1
  A: -32%[59 µM]; B: -12%; C: -16%; D: -11%; E: -17%; F: 2; G: 38%; H: 0%; I: 1%

> Cn1c(=O)oc2cc(S(=O)(=O)NC(CC(=O)O)c3cccc(Br)c3)ccc21 (stereo unspecified)
  A: -12%[59 µM]; B: 8%; C: -2%; D: 1%; E: -9%; F: 2; G: 32%; H: 0%; I: -7%

> COc1ccc(OC)c(N(CC(=O)Nc2cccc(C(F)(F)F)c2)S(C)(=O)=O)c1
  A: 4%; B: -1%; C: -22%; D: 6%; E: -15%; F: 2; G: -15%; H: -1%; I: 23%

> CC(=O)Nc1ccc(S(=O)(=O)Nc2cccc3[nH]ncc23)cc1
  A: 1%; B: -1%; C: -6%; D: -12%[15.4 µM]; E: -7%; F: 7; G: 6%; H: 4%; I: 4%

> O=C1C(F)=CC(COC(c2ccccc2)(c2ccccc2)c2ccccc2)OC1n1cc(F)c(=O)[nH]c1=O (stereo unspecified)
  A: ·; B: 8.9µM*; C: 50µM*; D: 7%; E: ·; F: -15; G: -13%; H: ?; I: ?

> CC(C)(C)c1csc(N(CCC#N)CCC#N)n1
  A: 13%; B: 0%; C: -15%; D: -2%; E: -26%; F: 0; G: 13%; H: 4%; I: 14%

> O=C(/C=C/c1ccccc1Cl)Nc1cccnc1
  A: 19%; B: 0%; C: -13%; D: -5%; E: 1%; F: -4; G: 17%; H: -1%; I: 23%

> CCOc1ccc(-n2cnnn2)cc1S(=O)(=O)NCc1ccccc1
  A: 25%[59 µM]; B: 4%; C: -11%; D: -2%; E: -1%; F: 2; G: 25%; H: 1%; I: -18%

> COc1ccc(-n2cnc(N)c2C(=O)c2cccc([N+](=O)[O-])c2)cc1
  A: 7%[59 µM]; B: -9%; C: -21%; D: 7%; E: -31%; F: -3; G: 34%; H: 2%; I: 30%[11.4 µM]

> CC(NC(=O)C(=O)NN=C1CCCCCC1)c1ccccc1 (stereo unspecified)
  A: 12%; B: 15%; C: -15%; D: -1%; E: -7%; F: -4; G: 25%; H: 8%; I: -13%

> COc1ccc(N2CC(C(=O)Nc3nnc(SCc4cccnc4)s3)CC2=O)cc1 (stereo unspecified)
  A: 50µM*; B: 0%; C: -13%; D: 3%; E: -13%; F: -5; G: 31%; H: 6%; I: -16%

> O=C(c1cccs1)N1CCC(c2nc3ccccc3s2)CC1
  A: 40µM*; B: ?; C: -14%; D: -10%; E: 6%; F: -3; G: 6%; H: -9%; I: -21%

> O=C(NNS(=O)(=O)c1ccc([N+](=O)[O-])cc1)c1ccccc1
  A: ·; B: -27%; C: ?; D: -1%; E: ·; F: -1; G: 9%; H: 13%; I: 1%

Looked up above.
Reading of `Cn1c(=O)oc2cc(S(=O)(=O)NC(CC(=O)O)c3cccc(Br)c3)ccc21` (stereo unspecified) in 12-LOX inh: 8%
Reading of `CCOc1ccc(-n2cnnn2)cc1S(=O)(=O)NCc1ccccc1` in PI4K2A block: 2

Only part of the results is shown (hit frequency here may not be typical).
